Screening data from PubChem.
LYP inhibition: inhibitors of LYP phosphatase, biochemical, fluorescence intensity, uHTS (AID 1779). inhibition, % at 11.5 µM; hits with a dose series show IC50 in µM. actives 0.054% (n = 290,000). recombinant LYP phosphatase, fluorescence intensity; higher % means a stronger effect;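 note: plate controls were vehicle with enzyme for no effect and no enzyme for full effect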
P. falciparum M1AAP: P. falciparum M1AAP inhibitors, biochemical, fluorogenic H-Leu-NHMec substrate, 1536-well (AID 1445). actives 0.42% (n = 220,000). recombinant M1AAP, H-Leu-NHMec fluorogenic kinetic assay; higher % means a stronger effect. inhibition, % at 30 µM; hits with a dose series show IC50 in µM;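 active = primary inhibition above the hit cutoff, then over 50% inhibition at one or more dose response concentrations, cut at about 23% in these data, passing the limit was not always enough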;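 note: plate controls were DMSO full reaction for no effect and no enzyme background for full effect; strong numbers were not always called active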
XIAP displacement: XIAP antagonists, biochemical, IAP family, fluorescence polarization (AID 1018); XIAP BIR domain, fluorescence polarization peptide displacement; higher % means a stronger effect; displacement, % at 20 µM, or IC50 in µM where a hit was titrated; actives 0.007% (n = 200,000); in the data active = displacement above about 50%; note: a part of the inactive calls stands beside numbers as strong as those of hits
PMI inhibition: MPI inhibition at elevated mannose 6-phosphate – biochemical, fluorescence intensity, high mannose 6-phosphate, primary screen (AID 1220); recombinant PMI enzyme, coupled fluorescence intensity; higher % means a stronger effect; inhibition, % at 20 µM; hits with a dose series show IC50 in µM; actives 0.66% (n = 190,000)
human PMI inhibition: inhibitors of human PMI, primary screen, biochemical, fluorescence intensity, coupled assay (AID 1209); purified PMI enzyme, coupled fluorescence intensity; higher % means a stronger effect; one-dose inhibition, % at 20 µM; IC50 in µM for titrated hits; actives 0.42% (n = 190,000);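 note: plate controls were DMSO vehicle for no effect and wells lacking substrate for full effect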
P. falciparum M17LAP: P. falciparum M17LAP inhibitors, primary screen, biochemical, fluorogenic H-Leu-NHMec substrate, 1536-well (AID 1619) | recombinant M17LAP, H-Leu-NHMec fluorogenic kinetic assay; higher % means a stronger effect | inhibition, % at 30 µM; hits with a dose series show IC50 in µM | actives 0.38% (n = 220,000);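 active = compound inhibiting the enzyme by more than half at any dose during confirmatory dose-response retesting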;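 note: plate controls were full reaction with DMSO carrier for no effect and no enzyme background for full effect; strong numbers were not always called active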
TNAP activators: human TNAP enzyme activators, primary screen, biochemical, luminescent, no phosphate acceptor, uHTS (AID 1001). purified TNAP, luminescent activation assay, no phosphate acceptor; higher activation fold means a stronger effect. activation fold at 20 µM; hits with a dose series show EC50 in µM. actives 0.03% (n = 200,000); in the data active = activation fold from about 3, or a potency from the dose series; inactive = the rest, 99 in 100 with activation fold below about 1.6; note: many of its hits are not listed in these tables
Yfh1-off respiration: mitochondrial function rescue without frataxin homolog – Friedreich's ataxia, plus single-dose screen, dose response (AID 1465); actives 0.074% (n = 220,000); fold induction at 50 µM; hits with a dose series show EC50 in µM; S. cerevisiae Yfh1-off respiration, WST-1 reduction, 72 h; higher fold induction means a stronger effect;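 active = fold induction of absorbance versus untreated yeast above a set limit, then at least 30% activation at any dose in follow-up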;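 note: activators that raise dye reduction in frataxin-depleted yeast; strong numbers were not always called active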
WT yeast gro inh: growth inhibition of WT yeast, mitochondrial fusion screen; mitochondrial fusion phenotypic screen, WT strain; inhibition, % at 10 µM; actives 2.1% (n = 190,000); in the data active = inhibition above about 58%; tested in S. cerevisiae
WT yeast gro inh mutant strain: also measured in WT yeast gro inh; calls as there; inhibition, %; mitochondrial fusion phenotypic screen, mutant strain inhibition
The depositor's hits bear a star; i = inactive; . = not tested or not shown. Cut-off read from the data, not from the text of the source, unless noted: active = inhibition above about 50%; inactive = the rest.

Screens in order: LYP inhibition	P. falciparum M1AAP	XIAP displacement	PMI inhibition	human PMI inhibition	P. falciparum M17LAP	TNAP activators	Yfh1-off respiration	WT yeast gro inh	WT yeast gro inh mutant strain
1. O=C(NCC1CCCO1)C1CCN(S(=O)(=O)c2cccc3cccnc23)CC1 (stereo not given)
 : -2%	5%	-1.9%	7%	9%	4%	1.2	i	2	0
2. COc1ccc(Cl)cc1C(=O)Nc1cccc(-c2ccc3nncn3n2)c1
 : 51µM*	2%	-7.6%	-1%	10%	-3%	1.1	i	1	-9
3. CC(=O)c1cc2c(O)c(O)ccc2o1
 : 0%	3%	0.4%	71%*	81%*	75µM*	0.8	i	-16	19
4. Cc1nnc(NC(=O)CSc2ccc([N+](=O)[O-])cn2)s1
 : 4%	4%	-3.7%	-11%	-20%	2%	1.1	i	2	-15
5. O=S1(=O)C=CC(N2CCOCC2)C1 (stereo not given)
 : 0%	10%	-4.2%	12%	10%	3%	1.1	i	1	-10
6. FC(F)(F)c1cc(-c2cccs2)n[nH]1
 : -4%	3%	-1.6%	13%	10%	12%	0.3	i	-1	-24
7. COC(CNC(=O)c1cc(-c2ccncc2)nc2ccc(S(=O)(=O)N3CCOCC3)cc12)OC
 : -7%	5%	-8.0%	12%	11%	10%	1.1	i	0	18
8. CC1CC(CC(=O)NNc2nc(-c3ccccc3)cs2)C(=O)O1 (stereo not given)
 : -5%	1%	-4.2%	-5%	2%	12%	1.7	i	-14	20
9. C=CCn1cnc2c(nnn2-c2cc(C)cc(C)c2)c1=O
 : -6%	1%	-3.4%	4%	2%	2%	1.1	i	4	16
10. COc1ccc(CC(NC(C)=O)C(=O)NC2CCN(C(=O)Nc3ccc(C#N)cc3)CC2)cc1OC (stereo not given)
 : -6%	-7%	0.4%	5%	4%	-18%	1.2	i	-7	-6
11. C=CCn1c(SCc2nc3sc(C(=O)O)c(C)c3c(=O)[nH]2)nnc1-c1ccccc1
 : -5%	7%	-1.5%	-20%	-37%	9%	1.1	i	8	4
12. O=C(CSc1nnc(-c2ccc(F)cc2)c2ccccc12)Nc1c(F)cccc1F
 : -3%	2%	2.8%	8%	6%	-9%	1.1	i	5	-8
13. CC(C)c1nnc(NC(=O)CCC(=O)NCCc2ccccc2)s1
 : -8%	4%	.	.	.	1%	.	i	.	.
14. O=C(N/N=C1\CCCCc2ccccc21)c1ccccn1
 : 1%	-1%	-4.3%	-14%	-12%	-5%	1	i	-3	-16
15. Cc1cccc(N2CCN(c3ccc(C(N)=O)cc3[N+](=O)[O-])CC2)c1C
 : -8%	0%	0.7%	1%	-5%	-1%	1	i	6	7
16. CC(=O)CNc1ccc(S(=O)(=O)N/N=C/c2ccccc2)cc1
 : -7%	-1%	-5.4%	-21%	-47%	3%	1.1	i	8	11
17. Clc1ccc(OCCn2cnc(Cl)c2Cl)cc1
 : -4%	0%	.	.	.	-4%	.	i	.	.
18. Cc1ccc(CCNC(=O)CN(C)S(=O)(=O)c2ccc3c(c2)n(C)c(=O)c(=O)n3C)cc1
 : -9%	-1%	.	.	.	13%	.	i	.	.
19. COc1ccccc1N1CCN(C(=O)CCn2c(=O)[nH]c3ccccc3c2=O)CC1
 : 0%	14%	-22%	-5%	-4%	6%	1	i	11	-6
20. CN(C)c1ccc(C(=O)OCC(=O)c2cccs2)cc1
 : -1%	1%	-1.6%	-8%	-3%	6%	1.1	i	8	-15

Copied from above, nos. 10 to 20
Screens in order: LYP inhibition	P. falciparum M1AAP	XIAP displacement	PMI inhibition	human PMI inhibition	P. falciparum M17LAP	TNAP activators	Yfh1-off respiration	WT yeast gro inh	WT yeast gro inh mutant strain
10. COc1ccc(CC(NC(C)=O)C(=O)NC2CCN(C(=O)Nc3ccc(C#N)cc3)CC2)cc1OC (stereo not given)
 : -6%	-7%	0.4%	5%	4%	-18%	1.2	i	-7	-6
11. C=CCn1c(SCc2nc3sc(C(=O)O)c(C)c3c(=O)[nH]2)nnc1-c1ccccc1
 : -5%	7%	-1.5%	-20%	-37%	9%	1.1	i	8	4
12. O=C(CSc1nnc(-c2ccc(F)cc2)c2ccccc12)Nc1c(F)cccc1F
 : -3%	2%	2.8%	8%	6%	-9%	1.1	i	5	-8
13. CC(C)c1nnc(NC(=O)CCC(=O)NCCc2ccccc2)s1
 : -8%	4%	.	.	.	1%	.	i	.	.
14. O=C(N/N=C1\CCCCc2ccccc21)c1ccccn1
 : 1%	-1%	-4.3%	-14%	-12%	-5%	1	i	-3	-16
15. Cc1cccc(N2CCN(c3ccc(C(N)=O)cc3[N+](=O)[O-])CC2)c1C
 : -8%	0%	0.7%	1%	-5%	-1%	1	i	6	7
16. CC(=O)CNc1ccc(S(=O)(=O)N/N=C/c2ccccc2)cc1
 : -7%	-1%	-5.4%	-21%	-47%	3%	1.1	i	8	11
17. Clc1ccc(OCCn2cnc(Cl)c2Cl)cc1
 : -4%	0%	.	.	.	-4%	.	i	.	.
18. Cc1ccc(CCNC(=O)CN(C)S(=O)(=O)c2ccc3c(c2)n(C)c(=O)c(=O)n3C)cc1
 : -9%	-1%	.	.	.	13%	.	i	.	.
19. COc1ccccc1N1CCN(C(=O)CCn2c(=O)[nH]c3ccccc3c2=O)CC1
 : 0%	14%	-22%	-5%	-4%	6%	1	i	11	-6
20. CN(C)c1ccc(C(=O)OCC(=O)c2cccs2)cc1
 : -1%	1%	-1.6%	-8%	-3%	6%	1.1	i	8	-15

Remaining list, next part:
Screens in order: LYP inhibition	P. falciparum M1AAP	XIAP displacement	PMI inhibition	human PMI inhibition	P. falciparum M17LAP	TNAP activators	Yfh1-off respiration	WT yeast gro inh	WT yeast gro inh mutant strain
21. CCn1c(-c2cc(Cl)ccc2OC)n[nH]c1=S
 : 0%	4%	-5.8%	-3%	-6%	-5%	0.9	i	-8	5
22. CC(NS(=O)(=O)c1ccccc1)C(=O)Nc1ccc(S(N)(=O)=O)cc1 (stereo not given)
 : -10%	-4%	-3.6%	-21%	-24%	2%	1	i	17	5
23. N#CC1=C(N)N(c2ccc(Cl)c(Cl)c2)C(=O)C1
 : -3%	-1%	-1.8%	8%	8%	-6%	1.2	i	-10	3
24. CCC(=O)Nc1ccc(C(=O)CSc2nc3ccccc3[nH]2)cc1
 : -6%	5%	-7.9%	-17%	-10%	5%	1.1	i	-3	0
25. COc1cccc(/C=C2\N=C3CCCCCN3C2=O)c1
 : -5%	11%	-6.9%	6%	9%	15%	1.1	i	1	10
26. CN(C(=O)c1ccncc1)c1nnc(-c2ccncc2)s1
 : -2%	2%	3.4%	1%	3%	3%	1.1	i	0	4
27. Cc1nnc(SCC(=O)Nc2ncc(Cc3ccc(F)cc3)s2)n1N
 : -7%	2%	-7.1%	3%	5%	15%	1.1	i	14	3
28. Cn1c(Cl)cnc1C(O)c1ccccc1 (stereo not given)
 : -6%	4%	-5.1%	5%	4%	4%	1	i	-11	-13
29. Cc1ccccc1Nc1ncnc2c1cnn2Cc1ccccc1
 : -10%	6%	.	.	.	4%	.	i	.	.
30. CC1C(c2ccccc2)C(C#N)(C#N)C2(C#N)C(=O)NC1(N)C2C (stereo not given)
 : -12%	-3%	1.7%	-9%	-7%	-3%	1.1	i	0	0
31. O=C(NCCSCc1ccco1)Nc1ccccc1
 : -7%	3%	-5.2%	13%	16%	45%	1.1	i	3	0
32. Cc1ccc(NC(=S)Nc2ccc(S(=O)(=O)Nc3ncccn3)cc2)cc1Cl
 : -3%	3%	.	.	.	0%	.	i	.	.
33. CC1CC(C)CN(CC(=O)N2CCOCC2)C1 (stereo not given)
 : -6%	-1%	-1.7%	2%	4%	4%	1	i	-8	-15
34. O=C(NC(NC(=S)Nc1ccccc1O)C(Cl)(Cl)Cl)c1ccco1 (stereo not given)
 : 11%	11%	-9.3%	12%	10%	6%	1.2	i	-2	14
35. Cc1ccc(OCC(O)Cn2c(N3CCOCC3)nc3c2c(=O)[nH]c(=O)n3C)cc1 (stereo not given)
 : -5%	3%	-4.3%	-4%	-6%	10%	1.1	i	-5	-16
36. COC(=O)/C(=C\C=C\c1ccccc1)NC(=O)c1ccccc1
 : 6%	7%	-1.1%	5%	-2%	2%	1	i	21	11
37. COCCSc1nnc(NC(=O)c2ccc3c(c2)OCO3)s1
 : 1%	-5%	2.3%	-13%	-5%	-2%	1.1	i	9	1
38. CNC(=S)Nc1cccc(S(=O)(=O)NC2=NCCC2)c1
 : -5%	-2%	-12%	14%	13%	0%	1.1	i	14	-4
39. CCN(CC1COc2ccccc2O1)C(=S)NCCCN(C)C (stereo not given)
 : -2%	3%	1.1%	3%	1%	0%	1.2	i	14	6
40. O=C(Oc1ccc(C(=S)N2CCC(O)CC2)cc1)c1ccc(Cl)cc1
 : 6%	-3%	-3.5%	-2%	-4%	-4%	1	i	4	-24
41. CCCC(=O)N1CCc2[nH]c3ccccc3c2C1
 : 6%	-11%	-3.2%	17%	0%	-4%	1	i	-12	10
42. COc1ccccc1OCCSc1nc(C)c(Cc2ccccc2)c(=O)[nH]1
 : 3%	2%	.	.	.	8%	.	i	.	.
43. COc1ccc(NS(=O)(=O)c2cccc(C(=O)OCC(=O)Nc3cc(C)on3)c2)cc1
 : -8%	5%	0.9%	-3%	10%	-1%	1.1	i	-4	7
44. Cc1cc(C(=O)N2CCN(C(=O)c3ccco3)CC2)ccc1[N+](=O)[O-]
 : -3%	-11%	-2.4%	-6%	-6%	2%	1.2	i	6	5
45. O=C(O)c1cnn2c(C(F)F)cc(C3CC3)nc12
 : 2%	-9%	-3.5%	-1%	-3%	4%	0.9	i	-13	6
46. CCS(=O)(=O)N1N=C(c2cccc(NS(C)(=O)=O)c2)CC1c1ccc(C)cc1 (stereo not given)
 : -1%	7%	74%	-6%	-18%	-2%	0.9	i	-2	-6
47. Cc1c(C(=O)Nc2cnccn2)oc2ccccc12
 : 6%	5%	0.9%	15%	16%	2%	1.1	i	-13	-5
48. O=C(N/N=C/c1ccsc1)c1cc(O)cc(O)c1
 : -8%	13%	-3.0%	12%	8%	5%	1	i	16	4
49. N#Cc1c(NCc2ccccc2)ccnc1NCc1cccnc1
 : -8%	2%	-0.5%	-1%	3%	-2%	1	i	-16	11
50. CS(=O)(=O)N1CCC(C(=O)Nc2ccc(Cl)c(C(F)(F)F)c2)CC1
 : -5%	6%	1.6%	6%	10%	11%	1.1	i	16	3
51. CCc1ccc(OCC(=O)NC(NC(=S)Nc2ccc(C)cc2C)C(Cl)(Cl)Cl)cc1 (stereo not given)
 : -2%	2%	-3.6%	5%	2%	-9%	1.1	i	20	13
52. CCOC(=O)N1CCC(N2CCCC(C(=O)c3cccc(OC(C)C)c3)C2)CC1 (stereo not given)
 : -5%	15%	.	.	.	16%	.	i	.	.
53. CCOC(=O)c1ccc2[nH]c3c(c2c1)CCCCC3=O
 : 0%	5%	-7.5%	0%	2%	2%	1.1	i	0	-4
54. NS(=O)(=O)c1ccc(NC(=O)c2ccccc2Cl)cc1
 : -2%	-2%	-0.4%	-38%	-24%	-12%	1.2	i	-16	6
55. O=C(NC1CCCCC1)c1cc(Cl)nc2ccccc12
 : -3%	-1%	-6.2%	1%	3%	5%	1.1	i	-14	-6
56. CCC1(C)Cc2c(sc3nnn(CC(=O)Nc4ccc(Cl)cc4)c(=O)c23)CO1 (stereo not given)
 : 3%	4%	-5.2%	12%	11%	8%	1.1	i	6	8
